Assay outcomes from PubChem BioAssay.
PfHsp90 yeast 2 – growth inhibition of PfHsp90-expressing yeast, primary screen, antimalarial PfHsp90 inhibitor project, S. cerevisiae, BacTiter-Glo luminescence, single point, set 2; BacTiter-Glo ATP, 48 h; yeast lacking PDR1 and PDR3 efflux regulators; inhibition, % at 9.4 µM; 310,000 tested, 0.32% active; AID 504621, 2011;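 active means every replicate shows inhibition above about 80%, whatever the replicate mean, limit read from the data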;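 further: 0% = DMSO neutral controls and 100% = 20 µM radicicol positive controls; yeast relying on Plasmodium falciparum Hsp90 in place of its own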
OPRM1-OPRD1 ag – agonists of OPRM1-OPRD1 heterodimerization, primary screen, cell-based, luminescence | activation, % at 9.3 µM | 340,000 tested, 0.3% active | cells; in the data active means activation above about 18%;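 further: 0% = vehicle-treated cells and 100% = reference agonist; values of inactives mirror those of a sister screen read the other way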
Target sequence (P35372 whole entry, looked up): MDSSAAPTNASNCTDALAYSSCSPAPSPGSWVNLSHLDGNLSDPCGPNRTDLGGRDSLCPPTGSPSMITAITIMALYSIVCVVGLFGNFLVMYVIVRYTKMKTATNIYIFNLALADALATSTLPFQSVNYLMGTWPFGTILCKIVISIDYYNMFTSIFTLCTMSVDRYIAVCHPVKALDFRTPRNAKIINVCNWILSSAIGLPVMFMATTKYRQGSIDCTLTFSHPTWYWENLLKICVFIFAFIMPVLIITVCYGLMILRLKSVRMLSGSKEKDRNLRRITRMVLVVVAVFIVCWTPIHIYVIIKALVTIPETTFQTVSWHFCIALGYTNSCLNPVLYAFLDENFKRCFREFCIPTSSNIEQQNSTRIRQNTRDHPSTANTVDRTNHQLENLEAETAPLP
Target sequence (P41143 whole entry, looked up): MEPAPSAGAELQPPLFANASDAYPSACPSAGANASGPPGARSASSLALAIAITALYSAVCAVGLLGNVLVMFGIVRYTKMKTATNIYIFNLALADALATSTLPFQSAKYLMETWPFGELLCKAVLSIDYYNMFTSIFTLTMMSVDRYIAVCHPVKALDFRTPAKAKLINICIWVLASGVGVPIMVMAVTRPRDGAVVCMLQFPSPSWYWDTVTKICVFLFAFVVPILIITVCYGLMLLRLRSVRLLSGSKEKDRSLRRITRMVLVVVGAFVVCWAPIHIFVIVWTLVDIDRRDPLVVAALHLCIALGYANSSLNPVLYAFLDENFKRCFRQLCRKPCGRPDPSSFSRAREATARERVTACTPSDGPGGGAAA
Pemphigus Ab inh – inhibitors of pemphigus antibody binding to DSG3, primary screen, biochemical, bead-based, flow cytometry, scFv-GFP | Desmoglein-3 (Homo sapiens), P32926 | DSG3-coupled beads, scFv-anti-DSG3-GFP binding; hits give low values | binding (percent of control), % at 10 µM | 310,000 tested, 0.48% active | AID 588358, 2011;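 active means binding more than 3 SD below its plate's average and above zero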;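 further: hits lower antibody fragment binding to DSG3; some compounds called inactive have numbers as strong as hits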
phage Ecoli inh – growth loss of phage-infected E. coli, primary screen, RecBCD inhibitor project, absorbance, with phage, HTS | inhibition, % at 11.9 µM | 360,000 tested, 0.26% active | AID 651602, 2012; in the data active means inhibition above about 11%
Tat export inh – E. coli Tat export inhibitors, primary screen, MC4100, TorA-mCherry reporter, fluorescence, single point | inhibition, % at 10 µM | AID 488895, 2010 | 340,000 tested, 0.036% active;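 active means mean replicate inhibition at least 50% and at least half of replicates individually reaching 50%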;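 further: exported cargo escapes ClpAP degradation while cytoplasmic cargo is degraded and loses fluorescence; 0% = median of neutral control wells and 100% = median of NaSCN control wells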
MOR-DOR inv ag – inverse agonists of MOR-DOR heterodimerization, primary screen, cell-based, luminescence; cell-based MOR-DOR heterodimer luminescence, inverse agonism; inhibition, % at 9.3 µM; 340,000 tested, 0.21% active; Mu-type opioid receptor (Homo sapiens) + Delta-type opioid receptor (Homo sapiens), …; in the data active means inhibition above about 22%, passing the limit was not always enough;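 further: 0% = cells with DMSO and 100% = wells without cells with DMSO; values of inactives mirror those of a sister screen read the other way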
AddAB inh – growth inhibition of E. coli expressing H. pylori AddAB, primary screen, AddAB inhibitor project, absorbance; 330,000 tested, 0.29% active; inhibition, % at 11.9 µM; AID 435030, 2010; in the data active means inhibition above about 12%;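 further: 0% = vehicle wells of infected cells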
Ecoli viability – E. coli V3065 growth inhibition, primary screen, counter-screen for AddAB inhibitor project, absorbance, OD600; inhibition, % at 11.9 µM; 330,000 tested, 0.27% active; 18 h; AID 449728, 2010;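 active means inhibition above the campaign's mean inhibition across all tested compounds plus 3 SD, cut at about 9.9% in these data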;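 further: uninfected addAB+ strain grown without phage in ampicillin broth; 0% = DMSO wells and 100% = ciprofloxacin 0.95 µg/ml wells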
PKA-R1A activ – activators of PKA-R1A holoenzyme, primary screen, biochemical, fluorescence polarization, Cy5-IP20, bovine R1A, mouse PKAc. cAMP-dependent protein kinase type I-alpha regulatory subunit (Bos taurus) + …. PKA-R1A dissociation; scaled: DMSO 0%, 113 µM cGMP 100%. activation, % at 11.4 µM. 340,000 tested, 0.083% active. AID 504707, 2011;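 active means percent activation above the mean of all tested compounds plus 3 SD, cut at about 19% in these data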;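 further: higher means more PKAc released from R1A so a rise in polarization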
Arr AP2 block – inhibitors of beta-arrestin/AP2 binding, primary screen, biochemical, GPCR trafficking, flow cytometry; beta-arrestin 1 C-terminal peptide binding to AP2 beta2-adaptin appendage (human); FITC-arrestin peptide / GST-AP2 beads; AP2 beta2 appendage carries R879A mutation; inhibition, % at 10 µM; 340,000 tested, 0.31% active;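 active means inhibition above a set limit, near 3 SD of compounds lacking own fluorescence, cut at about 54% in these data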;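 further: plate controls were DMSO wells for no effect and 5 µM unlabelled arrestin peptide for full effect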
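System: GST-AP2 R879A glutathione beads; medium: PBS, Tween 20 0.05%, BSA 0.1%; reagent: fluorescein-tagged arrestin peptide at 50 nM final; schedule: pre-incubation 12 min, peptide binding 1 h, room temperature; detection: flow cytometry, FL1 (488/535 nm); read-out: inhibition as reduced fluorescein signal on beads, percent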
Mot1-301 SUMO – yeast Mot1-301 growth rescue at high temperature, primary screen, SUMOylation pathway inhibitor project, S. cerevisiae, ATP luminescence, 38.5C; S. cerevisiae Mot1-301 growth rescue; percent above DMSO median, 100 means doubled; growth rescue, % at 18.8 µM; 320,000 tested, 1% active;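 active means every valid replicate shows activation above 250% relative to neutral control wells; inactive means the rest, any valid replicate at or below 250%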;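 further: OY570 slx delta 5 strain wells were the positive control but not used for scaling; some compounds called inactive have numbers as strong as hits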
Numbers without * were called inactive; / = not tested or not shown; & = joins results of further samples.

SMILES	PfHsp90 yeast 2	OPRM1-OPRD1 ag	Pemphigus Ab inh	phage Ecoli inh	Tat export inh	MOR-DOR inv ag	AddAB inh	Ecoli viability	PKA-R1A activ	Arr AP2 block	Mot1-301 SUMO
CCC(C)n1c(O)c(/C=N/NC(=O)c2ccncc2)c(=O)[nH]c1=S (stereo unspecified)	14	-1.2	99	4.5	4	7	1.2	1.7	-4	-13	21
Cc1cc(=O)oc2cc(OCC(=O)N3CCN(Cc4ccccc4)CC3)ccc12	-9	-1.1	123	3.5	0	6	-3.1	-0.7	-10	22	-11
N#Cc1cc2c(nc1SCC(=O)Nc1cc(Cl)ccc1Cl)C1CCN2CC1	13	-0.6	101	-0.5	6	3	-2.3	-3.6	-1	12	13
COC(=O)C1=C(c2ccc(S(C)(=O)=O)cc2)C[C@@H]2CC[C@H]1N2C(=O)N1CCOCC1	0	-0.6	95	-0.1	-6	3	3.2	0.5	2	7	-16
C[C@]12CC[C@H](O)CC1=CCC1C2CC[C@@]2(C)C1CC[C@@H]2OCc1ccccc1 (stereo partly specified)	29	-0.6	109	1.4	-1	3	0.6	1.9	3	6	5
CCOC(=O)c1c(C)n(Cc2ccccc2)c2ccc(O)cc12	-9	-1.5	/	1.1	-5	7	4.1	-1.8	-15	34	10
COC(=O)C(O)(c1cn(C)c2ccccc12)C(F)(F)F (stereo unspecified)	2	1.6	111	1.6	-4	-9	7.2	0.6	1	5	-5
CCOC(=O)Cn1cc(C(=O)c2ccccc2F)c2ccccc21	-17	-2.3	104	2.8	0	12	0.2	-0.4	5	16	-1
Cc1cccc2c1=NC(=O)/C(=C/c1c(O)[nH]c(=O)[nH]c1=O)C=2	-10	-2.4	/	3.2	-2	12	1.6	0.4	-6	16	3
COc1ccccc1C(=O)Nc1ccc2c(c1)CC1(C(=O)N(C)C(=O)N(C)C1=O)C1CCCN21 (stereo unspecified)	6	-1.1	103	1.3	7	6	2.1	-1.5	-8	26	46
COc1ccc(OC)c(NP(=O)(Oc2ccccc2)Oc2ccccc2)c1	-1	-3.0	122	0.2	8	13	/	/	-1	-6	-7
CC[C@@H](CO)C1CC2NC3CC4(c5ccccc5N(C)[C@@H]24)C(O)C31 (stereo partly specified)	-1	-1.9	94	0.6	-2	10	3.4	-1.8	2	-2	-12
Cc1c(Br)c(=O)oc2cc(OCC(=O)N3C[C@H]4C[C@@H](C3)c3cccc(=O)n3C4)ccc12	14	-0.9	101	8.9	0	5	2.7	-1.7	4	31	6
CN1CCN(c2ccc(NC(=O)Oc3ccccc3)cc2)CC1	3	-1.1	103	3.7	5	6	-0.5	-1.3	1	29	-1
CCCNC(=O)N1[C@H]2CC[C@@H]1C(C(=O)OC)=C(c1ccc3ccccc3c1)C2	24	1.2	96	/	1	-7	0.8	0.9	-1	-2	41
O=C(NC[P+](=O)O)OCc1ccccc1	-16	-1.3	110	0.8	-7	8	-4.3	0.2	-9	4	59
Cc1c(C(=O)Nc2ccccc2)c2cc(O)ccc2n1Cc1ccccc1	-24	2.7	113	8.8	3	-14	3.1	-1.6	-5	-5	274
Cn1c(O)c(/C=N/c2ccccn2)c(=O)n(C)c1=O	1	-1.5	95	2.5	0	9	0.8	1.3	-3	4	-8
COC(=O)c1ccccc1OP(=O)(c1cccc([N+](=O)[O-])c1)c1cccc([N+](=O)[O-])c1	6	-3.6	116	0.1	3	19	-0.6	0.2	-4	-4	7
OC1(c2cccnc2)CC2CCC(C1)N2Cc1nnnn1Cc1ccccc1 (stereo unspecified)	2	-4.1	109	1.5	1	20	-0.5	-3.0	-7	3	-13
CCOc1ccc(NC(=O)C2C3c4ccccc4C(c4ccccc43)C2C(=O)O)cc1 (stereo unspecified)	9	1.4	105	3.5	2	-7	3.1	1.9	-13	-23	11
CN(C)c1ccc(C2C3C=CC(C3)C2(C#N)C(=O)O)c(Br)c1 (stereo unspecified)	23	1.1	118	0.1	-8	-9	1.7	4.0	1	22	3
C=CCn1c(O)c(C(C)=NCCCN(C)C)c(=O)[nH]c1=O	3	-2.2	/	2.0	-8	11	-1.7	-1.5	2	10	-9
COC(=O)C1=C(c2c(C)noc2C)C[C@@H]2CC[C@H]1N2C(=O)NCc1ccc2c(c1)OCO2	4	-2.3	105	0.8	-5	11	-0.3	2.9	-4	1	25
C/C(=N/O)c1ccc2ccc3ccccc3c2c1	-16	10	101	1.0	6	-53	1.4	1.2	4	25	-12
O=C1CC(=O)N(c2ccccc2)C(=O)N1	-2	-3.3	/	0.2	6	16	/	/	8	-6	/
O=C(COc1ccc(Br)cc1)N1CCN(Cc2ccncc2)CC1	5	-1.7	100	-9.5	-4	8	/	/	3	0	/
COc1ccccc1NC(=O)COC(=O)c1cc(C)n(C2CC2)c1C	14	-4.0	125	-0.1	1	19	-2.5	-1.7	-12	-1	-3
CCN(CC)c1ccc([N+](=O)[O-])c2cccnc12	-19	3.9	94	3.9	3	-22	2.1	0.2	3	-9	285
COC(=O)C1=C(c2cccc(OCc3ccccc3)c2)C[C@@H]2CC[C@H]1N2C(=O)NC1CCN(Cc2ccccc2)CC1	-11	1.5	108	1.6	5	-8	3.7	-1.6	3	7	-6
CN(C)Cc1c[nH]c2cc([N+](=O)[O-])ccc12	-15	-1.4	110	2.9	4	7	/	/	-1	-12	/
Cc1ccc(OP(=O)(NC(C)c2ccccc2)Oc2ccc(C)cc2)cc1 (stereo unspecified)	-15	13	106	2.9	4	-72	-0.3	0.4	-4	5	61
O=C(Cn1cnc2ccccc2c1=O)NCC(=O)N1CCC2(CC1)OCCO2	-35	-2.3	120	1.4	-9	10	2.8	0.5	-1	2	12
CN(C)C(=O)Oc1ccc2c(c1)O/C(=C\c1cccc(Cl)c1)C2=O	-4	1.1	97	-0.1	6	-5	1.9	-1.5	-4	5	8
C[C@]12CCC3C(C(=O)C[C@H]4C[C@@H](O)CC[C@]34C)C1CCC2=O (stereo partly specified)	15	-0.1	91	2.3	-1	0	-2.7	-1.7	5	31	-4
CN1C2CCC1CC(OC(=O)c1cc(Cl)cc(Cl)c1)C2 (stereo unspecified)	6	0.6	108	2.7	-2	-3	0.0	1.2	-6	-10	15
CC12Cc3cnoc3C=C1CCC1C2CCC2(C)C1CCC2(C)O (stereo unspecified)	-14	4.0	116	-1.9	5	-19	/	/	-4	0	/
O=c1[nH]c(=S)n(C2CC2)c(O)c1/C=N/Nc1ccccc1	-17	-4.5	102	0.7	-1	24	-1.0	-2.1	-4	-3	282*
C[C@H]1CCC/C=C/C2C[C@H](O)CC2[C@H](O)/C=C/C(=O)O1 (stereo partly specified)	16	-7.0	105	/	-3	38*	2.4	3.8	4	12	6
CCOC(=O)C1CCN(Cc2ccc(Cl)nc2)CC1	-12	-3.6	108	0.9	-5	16	4.2	0.1	-3	34	-8
CCN(CC)C(=O)Cn1cc(/C=C2\C(=O)NC(=O)N(c3ccccc3F)C2=O)c2ccccc21	-14	-1.6	90	2.1	13	7	1.1	-0.1	-1	25	-25
COc1ccccc1C(=O)C1CCCN(Cc2cnc(C)s2)C1 (stereo unspecified)	-2	-2.1	91	1.2	1	11	1.8	-0.4	0	1	3
CNCC(O)c1cccc(OC(=O)c2ccccc2C)c1 (stereo unspecified)	5	-0.9	112	1.6	1	4	0.6	-2.4	-14	9	-15
O=c1cc(C2CCNCC2)[nH][nH]1	-9	-1.5	93	0.7	5	8	2.2	-1.3	12	-3	-10
CCC12CN3CCN(CC(C3)/C1=N/NC(N)=O)C2	-36	-1.4	100	3.1	-2	7	0.6	-2.0	7	-1	385
CCN1CCN(c2ccc(NC(=O)C(C)C)cc2Cl)CC1	13	-4.0	100	4.6	-2	22	0.6	0.8	-3	21	6
O=C(O)CCCc1ccc(N(CCCl)CCCl)cc1	-21	-1.9	102	2.2	-6	11	2.4	1.0	6	3	-3&-13
Cc1ccsc1C(=O)C1CCCN(Cc2cc3ccccc3o2)C1 (stereo unspecified)	-3	1.6	87	0.1	0	-8	3.0	2.7	-6	34	27
CCOP(=S)(OCC)c1ccc(N(C)C)cc1	-4	6.5	107	5.0	5	-36	0.3	-3.1	7	6	4
Cc1oc2ccc(OC(=O)N(C)C)cc2c1C(=O)OC(C)C	0	-3.3	104	0.2	2	14	2.8	-0.7	9	5	26
CCC(C)/C=C(C)/C=C/C1=CC2=C(Cl)C(=O)C(C)(OC(C)=O)C(=O)C2=CO1 (stereo unspecified)	11	-0.9	100	/	9	5	4.2	-0.3	-2	14	18
Cc1ccc(/C=C2/C(=O)NC(=O)N(CCc3ccc(F)cc3)C2=O)s1	-15	-1.4	94	0.9	5	8	2.9	0.6	2	-3	-13
CC(=O)N1N=C2C3CCN(CC3)C2C1c1ccc(Br)cc1 (stereo unspecified)	-23	-0.7	114	1.8	13	4	0.3	0.6	-6	-10	96
COC(=O)C(O)(c1ccc(NC(=O)c2cccs2)cc1)C(F)(F)F (stereo unspecified)	/	/	112	0.9	/	/	-0.5	1.3	/	-3	9
C=CCN1CCC2(C)c3cc(O)ccc3CC1C2C (stereo unspecified)	-18	3.8	123	4.5	6	-21	-0.3	0.4	1	-10	9
CNc1ccc2oc(C[C@H]3O[C@@]4(CC[C@H]3C)O[C@H]([C@H](C)C(=O)c3ccc[nH]3)[C@H](C)C[C@H]4C)nc2c1C(=O)O	111*	-0.2	92	3.8	5	1	-1.1	-1.3	12	-6	-17
C[C@]12CCC3C(CC[C@@H]4C[C@H](O)CC[C@]34C)C1CCC2=O (stereo partly specified)	-4	2.9	98	0.2	4	-15	-0.4	1.9	7	10	-5

This is a subset. The share of hits here may be higher or lower than overall.
